EWS-Fli block = EWS/Fli transcriptional activity inhibition; A673 NR0B1-luciferase reporter, viability-normalised; inhibition, % at 12.6 µM; 350,000 compounds, 0.67% hits;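 active = mean inhibition of at least 50% after viability correction, with every replicate also passing that limit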;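 also: firefly luciferase signal divided by Alamar Blue viability fluorescence both relative to DMSO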
PAX8 inh HTS = lowers PAX8-driven luciferase in RMG-I cells; RMG-I TPO-luciferase reporter, SteadyGlo, 24 h; inhibition, % at 12.6 µM; 360,000 compounds, 1.2% hits; AID 652154;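 active = mean replicate inhibition at least 60% with every replicate also reaching 60%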;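 also: luciferase light reporting Pax8 driven TPO promoter activity; plate controls were median of neutral control wells for no effect and mitoxantrone controls for full effect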
ERAP1 HTS inh = blocks human ERAP1 aminopeptidase activity. recombinant ERAP1, Leu-AMC fluorescence, 60 min. 340,000 compounds, 0.15% hits. Q9NZ08. inhibition, % at 10.7 µM;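 active = mean replicate inhibition of at least 30%, or all replicates individually reaching that 30% level; inactive = mean below 30% and not every replicate reaching it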;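 also: 0% = neutral control wells and 100% = L-leucinethiol positive control wells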
Target sequence (Q9NZ08 whole entry, looked up): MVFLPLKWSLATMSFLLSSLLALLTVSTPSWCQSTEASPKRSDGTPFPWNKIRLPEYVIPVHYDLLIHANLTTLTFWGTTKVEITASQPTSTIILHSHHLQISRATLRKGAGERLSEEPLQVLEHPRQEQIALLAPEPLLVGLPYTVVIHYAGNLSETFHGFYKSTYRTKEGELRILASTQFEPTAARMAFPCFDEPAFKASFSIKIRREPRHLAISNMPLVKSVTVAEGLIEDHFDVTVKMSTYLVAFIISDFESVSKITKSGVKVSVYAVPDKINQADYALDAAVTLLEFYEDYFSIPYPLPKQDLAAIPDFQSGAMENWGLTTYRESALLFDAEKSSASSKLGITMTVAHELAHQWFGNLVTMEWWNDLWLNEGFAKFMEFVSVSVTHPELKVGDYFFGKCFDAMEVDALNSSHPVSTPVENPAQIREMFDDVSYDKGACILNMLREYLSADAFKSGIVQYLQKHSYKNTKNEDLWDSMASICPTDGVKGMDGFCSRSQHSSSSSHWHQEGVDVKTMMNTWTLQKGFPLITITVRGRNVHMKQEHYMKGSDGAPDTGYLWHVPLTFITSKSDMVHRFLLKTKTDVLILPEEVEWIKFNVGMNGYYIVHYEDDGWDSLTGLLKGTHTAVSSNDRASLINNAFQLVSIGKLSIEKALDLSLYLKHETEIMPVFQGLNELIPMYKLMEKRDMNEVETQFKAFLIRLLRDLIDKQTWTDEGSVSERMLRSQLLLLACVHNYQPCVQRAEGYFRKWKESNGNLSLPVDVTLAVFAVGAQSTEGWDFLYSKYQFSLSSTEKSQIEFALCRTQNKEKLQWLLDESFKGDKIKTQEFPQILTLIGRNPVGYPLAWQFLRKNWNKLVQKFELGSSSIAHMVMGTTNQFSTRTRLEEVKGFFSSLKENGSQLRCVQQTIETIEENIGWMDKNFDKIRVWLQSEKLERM
PGC1a acetyl inh = lowers PGC1a acetylation signal in U2OS cells; AlphaScreen anti-acetyl-lysine; with virally co-expressed GCN5 acetyltransferase; inhibition, % at 15.6 µM; 350,000 compounds, 0.17% hits;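 active = every replicate shows inhibition of at least 40%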;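 also: 0% = neutral control wells and 100% = positive control wells; some results beyond the cut were filed as inactive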
S100A4 MyoIIA = inhibitors of human S100A4 binding to myosin IIA peptide; P26447; AID 652163; 360,000 compounds, 0.14% hits; S100A4/TAMRA-MyoIIA peptide fluorescence polarization; inhibition, % at 10.7 µM;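 active = mean inhibition of at least 70% across replicates, with every replicate also reaching that level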
Target sequence (P26447 whole entry, looked up): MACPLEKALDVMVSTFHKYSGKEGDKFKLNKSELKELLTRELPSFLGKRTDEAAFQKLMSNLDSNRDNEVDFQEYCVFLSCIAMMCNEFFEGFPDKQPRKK
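Assay system: human S100A4 monomer with TAMRA-labelled myosin IIA peptide / Buffer or medium: Calcium-containing HEPES buffer, pH 7.2 / Reagent: TAMRA-labelled myosin IIA heavy-chain peptide probe, 5 nM / Compound: one dose per compound / Timing: polarization read 5 min after assay mix addition, stable 5–60 min / Benchmarks: neutral control DMSO, positive control TFP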
FN deposition inh = fibronectin deposition inhibition; AH1F fibroblasts, Alexa488-fibronectin deposition fluorescence, overnight; inhibition, % at 12.6 µM; 350,000 compounds, 0.086% hits;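 active = mean inhibition across replicates of 30% or more, regardless of how many single replicates reach that level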;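 also: positive control wells lacked labelled fibronectin entirely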
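Material: AH1F fibroblast monolayer depositing Alexa488-labelled fibronectin into matrix | Input: 10000 AH1F cells/well | Medium: DMEM plus 2% serum, read in PBS | Reagent: Alexa488-fibronectin, 24 nM final in well | Compound dosing: One dose per compound, pinned | Schedule: 1 h adhesion, overnight exposure | Measured by: Fluorescence at 485 nm excitation, 525 nm emission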
PglD inh = inhibitors of Campylobacter jejuni PglD acetyltransferase; purified PglD enzyme, DTNB colorimetric CoA detection; 360,000 compounds, 0.098% hits; inhibition, % at 12.5 µM; AID 602405; in the data active = inhibition above about 16%, passing the limit was not always enough; also: strong numbers were not always called active
LGR2 antag = Drosophila LGR2 receptor signaling inhibition. AID 720647. HEK293 LGR2, CRE-luciferase, bursicon-stimulated, 4 h. 380,000 compounds, 0.35% hits. inhibition, % at 9.99 µM;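 active = drop in luminescence signal, shown as inhibition above about 50% in the replicate tests, limit read from the data, passing the limit was not always enough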;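 also: agonist challenge used bursicon conditioned medium at about half maximal strength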
Active calls of the source: *; nt = no result given; & = joins results of further samples.

Key to letters: A = EWS-Fli block; B = PAX8 inh HTS; C = ERAP1 HTS inh; D = PGC1a acetyl inh; E = S100A4 MyoIIA; F = FN deposition inh; G = PglD inh; H = LGR2 antag
O=C1CC(N2CCOCC2)C(=O)N1c1ccc(Cl)cc1 (stereo unspecified)
  A = -7; B = -12; C = -1; D = 15; E = -4; F = 7; G = 8; H = -2

CS(=O)(=O)N1Cc2cc(C(=O)O)nc(-c3cccc(-c4ccccc4F)c3)c2[C@H]1CCO
  A = nt; B = nt; C = 1; D = nt; E = -5; F = -12; G = nt; H = 0

COc1cccc(Cn2cnc3c(NS(=O)(=O)c4cc(Cl)ccc4Cl)c(C)c(C)cc32)c1
  A = nt; B = 10; C = nt; D = 0; E = nt; F = -1; G = -6; H = nt

COc1cccc(NC(=S)/C(=C(\[O-])c2cc(C)n(-c3ccccc3F)c2C)[n+]2ccc(N(C)C)cc2)c1
  A = 2; B = 37; C = 0; D = nt; E = -9; F = -14; G = nt; H = -15

CC(=O)c1nn(-c2ccc(C(F)(F)F)cc2)c(=O)[nH]c1=O
  A = -2; B = -11; C = 1; D = 7; E = -4; F = -16; G = 1; H = 5

Cc1noc(C)c1NC(=O)N[C@H]1C=C[C@@H](CC(=O)NCc2ccc(Cl)c(Cl)c2)O[C@H]1CO
  A = 0; B = 4; C = nt; D = 13; E = nt; F = -25; G = nt; H = -2

CC(C)(C)c1ccc(S(=O)(=O)NCC2CCN(C(=O)C(=O)c3cccs3)CC2)cc1
  A = 6; B = -13; C = 2; D = nt; E = -1; F = -3; G = nt; H = -9

O=C(NCCCN1CCCC1=O)c1cc(S(=O)(=O)N2CCOCC2)ccc1Cl
  A = 6; B = 6; C = 1; D = nt; E = 2; F = nt; G = 12; H = -3

O=C1Nc2cc(C(=O)NCCN3CCCCCC3)ccc2S/C1=C/c1ccccc1F
  A = 73*; B = 51; C = 3; D = -12; E = -1; F = -8; G = 1; H = -2

Cc1cccc(N/N=C/c2ccc(C)s2)c1
  A = -55; B = -14; C = 1; D = -5; E = 1; F = -22; G = -4; H = nt

COc1cccc(NC(=O)C2(C)CCN2C(=O)CCc2ccc(Cl)cc2Cl)c1 (stereo unspecified)
  A = 2; B = 10; C = -2; D = -18; E = -5; F = 3; G = -2; H = -1

COc1ccc(N(C)S(=O)(=O)c2ccc(Cl)c(C(=O)NCCc3ccc(Cl)cc3)c2)cc1
  A = 5; B = -1; C = 1; D = -25; E = 3; F = 3; G = nt; H = 10

COc1ccc(/C=C(\NC(=O)c2ccc(C)cc2)C(=O)NCCN2CCOCC2)cc1
  A = 1; B = -2; C = -2; D = nt; E = 1; F = -2; G = 3; H = -21

Cc1ccc(C(=O)Nc2cc(-c3ccn[nH]3)c(C)n(N)c2=O)cc1
  A = 2; B = 13; C = 1; D = -4; E = -14; F = 1; G = -1; H = -1

Cc1cccc(NC(=O)C2CCCN2S(=O)(=O)c2ccc3c(c2)n(C)c(=O)c(=O)n3C)c1 (stereo unspecified)
  A = -2; B = 11; C = 3; D = -12; E = 2; F = 5; G = 6; H = 6

COc1ccc(-c2noc(=O)n2CC(=O)N2CCC(Cc3ccccc3)CC2)cc1
  A = 14; B = 18; C = 1; D = -12; E = 25; F = -8; G = nt; H = 14

O=C(NC(=O)c1ccccc1Cl)C(=O)Nc1ccc(Cl)cc1
  A = -7; B = -29; C = 0; D = nt; E = 1; F = -21; G = 1; H = -17

Cc1cc(NC(=O)C2CCN(S(=O)(=O)c3cnc[nH]3)CC2)ccc1Br
  A = nt; B = 19; C = nt; D = -2; E = nt; F = 1; G = 28*; H = nt

COc1cc(/C=C2/C(=O)N(c3ccc([N+](=O)[O-])cc3)N=C2N2CCOCC2)ccc1O
  A = -20; B = -18; C = 5; D = 2; E = 1; F = 1; G = 2; H = 13

CN(C)C(=O)c1cccc(-c2ccc([C@@H]3[C@@H](CO)N4C(=O)CN(C(=O)C5CC5)C[C@H]34)cc2)c1
  A = 2; B = -6; C = 1; D = 10; E = -33; F = -4; G = nt; H = 14

Fc1ccc2cnc(-c3ccsc3)cc2c1
  A = -101; B = -98; C = 2; D = nt; E = 0; F = 16; G = nt; H = -73

CCCNC(=O)Nc1ccc2c(c1)OC[C@@H](C)N(C(=O)C1CCCCC1)C[C@H](C)[C@@H](OC)CN(C)C2=O
  A = -12; B = 3; C = 0; D = nt; E = 4; F = -1; G = 2; H = 9

CC1=CC(C)(C)n2c(O)c(N=N)c3cc(C)cc1c32
  A = 7; B = 4; C = 0; D = 2; E = -18; F = -9; G = 12; H = 38

NC(=O)c1ccccc1NCC(=O)c1ccc(Cl)cc1
  A = 9; B = -4; C = -5; D = nt; E = -1; F = 5; G = -3; H = 9

O=C(C[C@H]1C=C[C@H](NC(=O)C2CCC2)[C@H](CO)O1)NC1CCC1
  A = 0; B = -3; C = -2; D = -2; E = 0; F = nt; G = 1; H = 14

CCCC(C)C(=O)Nc1nc(C)c(-c2csc(Nc3cc(OC)ccc3OC)n2)s1 (stereo unspecified)
  A = 19; B = -10; C = nt; D = nt; E = -1; F = -12; G = -1; H = -5

CC(O)CSc1nc2c(c(=O)[nH]c(=O)n2C)n1Cc1ccccc1Cl (stereo unspecified)
  A = 6; B = 3; C = 3; D = -2; E = -1; F = 4; G = 1; H = 5

CO[C@@H]1CN(C)C(=O)c2cc(NS(=O)(=O)c3ccccc3C)ccc2OC[C@H](C)NC[C@H]1C
  A = -2; B = nt; C = -2; D = -1; E = 3; F = -2; G = 1; H = -5

Cc1nc(Cl)sc1C(=O)Nc1cccc(Cl)c1C
  A = nt; B = 9; C = nt; D = -15; E = nt; F = 0; G = 1; H = 3

Cc1noc(C)c1NC(=O)NCC[C@H]1CC[C@@H](NC(=O)c2ccncc2)[C@@H](CO)O1
  A = -3; B = -1; C = -1; D = -12; E = 1; F = nt; G = 0; H = -10

CNc1oc(-c2ccc(F)cc2)nc1S(=O)(=O)c1ccccc1
  A = 14; B = -14; C = 2; D = -2; E = 0; F = 3; G = -14; H = -4

COc1ccc(CN(C)C[C@H]2Oc3c(NC(=O)NC(C)C)cccc3C(=O)N([C@@H](C)CO)C[C@@H]2C)cc1
  A = 2; B = 4; C = 0; D = -7; E = -93; F = 4; G = 14; H = -16

O=C(N[C@@H](Cc1ccccc1)C(=O)N1CCN(S(=O)(=O)c2cccc(F)c2)CC1)c1ccco1
  A = 0; B = 7; C = 2; D = nt; E = -2; F = -4; G = 1; H = -19

CCOC(=O)N/N=C\c1ccccc1OC/C=C/c1ccccc1
  A = -50; B = -104; C = 2; D = nt; E = -6; F = -2; G = 1; H = -48

CCC(C)c1ccc(N(C(=O)c2ccco2)C(C(=O)NC2CCCC2)c2cccnc2)cc1 (stereo unspecified)
  A = -40; B = -46; C = 0; D = nt; E = -1; F = 2; G = nt; H = -11

CN(CCc1ccccn1)S(=O)(=O)c1ccc2c3c(cccc13)C(=O)N2
  A = nt; B = -6; C = nt; D = -5; E = nt; F = -4; G = -4; H = nt

CCOC(=O)C1CCN(S(=O)(=O)c2c(C)noc2C)CC1
  A = nt; B = 2; C = -1; D = nt; E = -12; F = 10; G = 0; H = 27

CCCCC(=O)NCc1ccc(Cl)cc1
  A = nt; B = -25; C = nt; D = 8; E = nt; F = 3; G = -22; H = 3

Cc1ccccc1-n1cnc2c(sc3nc(N4CCOCC4)c4c(c32)CCCC4)c1=O
  A = 14; B = 31; C = nt; D = nt; E = -3; F = 3; G = nt; H = 11

CC(=O)OC(C)C(=O)NS(=O)(=O)c1ccc(C)cc1 (stereo unspecified)
  A = 0; B = -9; C = -4; D = -12; E = 22; F = 16; G = nt; H = 6

CN(CCc1ccccn1)C(=O)CC1C(=O)NCCN1Cc1ccc(-c2ccccc2)cc1 (stereo unspecified)
  A = -2; B = 11; C = 11; D = 8; E = -1; F = -4; G = nt; H = nt

COc1cc2c(cc1OC)C(c1ccccc1C)CC(=O)N2 (stereo unspecified)
  A = 8; B = -5; C = 3; D = -8; E = 4; F = 3; G = 6; H = 11

O=C1CN(Cc2cc(=O)oc3cc4c(cc23)CCC4)CCN1
  A = 12; B = -1; C = -4; D = nt; E = 5; F = -2; G = 4; H = 8

CCN(CC)c1ccc(/C=N/NC(=O)c2ccc([N+](=O)[O-])cc2)cc1
  A = 6; B = 19; C = -2; D = nt; E = -2; F = -7; G = nt; H = -1

CCOc1cccc(-c2c(C(=O)N/N=C/c3ccoc3)nnn2-c2nonc2N)c1
  A = -3; B = -16; C = 3; D = nt; E = 0; F = -2; G = 4; H = -4

Cc1[nH]c2ccccc2c1C(=O)NS(=O)(=O)Nc1ccc(Cl)cc1
  A = -5; B = 18; C = -3; D = 1; E = 3; F = 0; G = nt; H = nt

Cc1nc2sc(C(=O)Nc3ccccc3)c(N)c2c(C)c1[N+](=O)[O-]
  A = -75; B = -54; C = 1; D = -11; E = -3; F = 6; G = nt; H = -22

CO[C@@H]1CN(C)C(=O)c2cc(NC(C)=O)ccc2OC[C@H](C)N(Cc2cccc(F)c2)C[C@@H]1C
  A = -2; B = 12; C = -3; D = 14; E = 1; F = 2; G = 1; H = 5

Cc1c(F)cccc1NC(=O)CCC(=O)O
  A = nt; B = 2; C = nt; D = 6; E = nt; F = -11; G = 0; H = nt

Cn1c2ccc(F)cc2c2nnc(SCC(=O)Nc3cccc(O)c3)nc21
  A = -11; B = -8; C = -1; D = nt; E = 1; F = -1; G = -4; H = -7

Compound profiles, as listed above. Order of values: EWS-Fli block, PAX8 inh HTS, ERAP1 HTS inh, PGC1a acetyl inh, S100A4 MyoIIA, FN deposition inh, PglD inh, LGR2 antag
`Cc1cccc(NC(=O)C2CCCN2S(=O)(=O)c2ccc3c(c2)n(C)c(=O)c(=O)n3C)c1` (stereo unspecified) across the screens: -2, 11, 3, -12, 2, 5, 6, 6
`Cc1nc2sc(C(=O)Nc3ccccc3)c(N)c2c(C)c1[N+](=O)[O-]` across the screens: -75, -54, 1, -11, -3, 6, nt, -22

More records.
Key to letters: A = EWS-Fli block; B = PAX8 inh HTS; C = ERAP1 HTS inh; D = PGC1a acetyl inh; E = S100A4 MyoIIA; F = FN deposition inh; G = PglD inh; H = LGR2 antag
CC(C)n1nc(C(=O)N2CCN(S(=O)(=O)c3cccs3)CC2)c2ccccc2c1=O
  A = -27; B = 6; C = 1; D = nt; E = -1; F = 6; G = nt; H = -4

CCCC#Cc1cnc2c(c1)C(=O)N([C@H](C)CO)C[C@H](C)[C@H](CN(C)C(=O)c1cccc(F)c1)O2
  A = -7; B = -5; C = -1; D = 3; E = 2; F = nt; G = 1; H = -9

Cc1noc(C)c1NC(=O)N(C)C[C@@H]1Oc2ncc(C#CC3CC3)cc2C(=O)N([C@@H](C)CO)C[C@@H]1C
  A = -6&3&5; B = 1&-1; C = -5&2&0; D = 25&-5; E = 2&-5&0; F = nt; G = -1&-1&-1; H = 8&-9

O=C(COC(=O)/C=C/c1ccccc1)NCCC1=CCCCC1
  A = -4; B = -4; C = 0; D = 4; E = 4; F = -5; G = 5; H = 0

S=C(NCc1ccccc1)NCc1ccc(CNC(=S)NCc2ccccc2)cc1
  A = nt; B = 40; C = nt; D = -19; E = nt; F = 0; G = 3; H = -8

CC1(C(=O)NS(=O)(=O)Cc2ccccc2)CCN1C(=O)Cc1ccc(-c2ccccc2)cc1 (stereo unspecified)
  A = -6; B = 0; C = -3; D = -19; E = 4; F = 1; G = 2; H = 27

COC1OC(COCc2ccccc2)C(N)C(OCc2ccccc2)C1OCc1ccccc1 (stereo unspecified)
  A = 6; B = 8; C = -3; D = -4; E = -1; F = 8; G = 7; H = 11

O=C(Cc1csc(Nc2nc(=S)[nH]c3ccccc23)n1)NCCCN1CCN(c2cccc(Cl)c2)CC1
  A = 31; B = 40; C = -1; D = nt; E = -6; F = -10; G = nt; H = 15
